ERG-DNA inh: blocks human ERG Ets domain binding to DNA. fluorescence polarization, His-ERG Ets domain / labelled DNA. 370,000 compounds, 0.028% hits. Potency, µM (doses to about 76.9 µM), without a hit: at the highest dose FP activity, negative = inhibition, most hits filed as inhibitors; active = well fitted inhibition curve with a large enough effect in the polarisation, with a control signal flat; inconclusive = small, poorly fitted or top-dose-only effect, or effect the other way, or a change in a side signal; inactive = no such curve, though single readings can be large or run the other way; the % refers to the polarisation;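 also: polarization taken with two DNA probes labelled with fluorescein and Texas red; potency is read from the fitted curve at half-maximal effect; % of control where 0% means no effect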
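His-tagged ERG Ets domain (1 uM in the protein solution; 300mM KCl, 50mM Tris-HCl, 1mM EDTA, 1mM DTT, pH 7.5) received compound, then a probe mix of 5 nM fluorescein-DNA and 100nM Texas-615-DNA. Fluorescence polarization was read for both dyes.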
BAZ2B inh: blocks human BAZ2B; Q9UIF8; AlphaScreen BAZ2B-H3K14Ac peptide displacement; Potency, µM (doses to about 114 µM), without a hit: at the highest dose activity change, negative = inhibition, usual class: inhibitors; 360,000 compounds, 4.4% hits; also: potency is read from the fitted curve at half-maximal effect; % is scaled to controls: 0 for no effect and ±100 for the full control effect; nearly all actives have a fitted effect of over 60% in size
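Inhibition is scored as reduced AlphaScreen emission. The BAZ2B/b-H3(5-23)K14Ac complex (50 nM each) in PBS pH 7.4, 0.01% Tween-20 meets compound (up to 110 uM) for 30 min at RT before bead addition.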
HP1b chromo inh: inhibitors of HP1-beta chromodomain binding to methylated histone tails | Potency, µM (titrated, usually from 114 µM), for inactives: at the top dose activity change, negative = inhibition, actives largely listed as inhibitors | AlphaScreen HP1-beta / biotin-H3K9me3 peptide binding | 390,000 compounds, 0.56% hits | P83916; also: potency is read from the fitted curve at half-maximal effect; nearly all actives have a fitted effect of over 70% in size; inactives centre near 23
Target sequence (P83916 whole entry, looked up): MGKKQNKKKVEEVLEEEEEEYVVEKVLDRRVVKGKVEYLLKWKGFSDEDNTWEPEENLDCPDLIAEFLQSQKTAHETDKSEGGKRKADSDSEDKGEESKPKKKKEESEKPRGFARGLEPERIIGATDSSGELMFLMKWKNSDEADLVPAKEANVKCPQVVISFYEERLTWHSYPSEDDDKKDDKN
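HP1-beta protein (50 nM final) preincubated 30 min at room temperature with biotinylated H3(1-18)K9me3 peptide (50 nM) in PBS pH 7.4, 0.01% Tween-20, then compound added for 30 min. AlphaScreen streptavidin donor/nickel chelate acceptor beads (10 ug/mL final), 30 min dark, luminescence read.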
G9a inh: G9a (human) methyltransferase inhibition; G9a H3K9 monomethylation, AlphaScreen, 2 h; Potency, µM (doses to about 102 µM), without a hit: at the top dose activity, negative = inhibition, usual class: inhibitors; 350,000 compounds, 8.8% hits; AID 504332; also: potency is read from the fitted curve at half-maximal effect; % is scaled to controls: 0 for no effect and ±100 for the full control effect; nearly all actives have a fitted effect of over 75% in size
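G9a (20 nM) preincubated 15 min RT with compounds, then 500 nM biotinylated H3K9 peptide and 20 uM SAM added; 2 h RT reaction. Monomethyl-H3K9 product detected by AlphaScreen with anti-H3K9me1 antibody, streptavidin donor and anti-rabbit IgG acceptor beads.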
PI4K2A inh: blocks human PI4K2A kinase activity; Q9BTU6; purified PI4K2A, ADP-Glo luminescence, 1 h; hits give low values; activity change, negative = inhibition, % at 76.9 µM; 420,000 compounds, 0.13% hits; in the data active = activity change below about -50%; inconclusive = mostly about -30% to -49%;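 also: -100% = wells without enzyme as full effect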
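Compounds are screened against recombinant PI4K2A using PI as substrate and ATP, the latter dispensed at 300 microM. Reactions run one hour at ambient temperature before ADP-Glo detection; full inhibition defined by wells lacking enzyme.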
12-LOX inh: ALOX12 (human) lipoxygenase inhibition; P18054; purified 12hLO, xylenol orange hydroperoxide absorbance; Potency, µM (highest dose often 108 µM), without a hit: top-dose activity change, negative = inhibition, actives largely listed as inhibitors; 580,000 compounds, 1.1% hits; AID 1671190; also: potency is read from the fitted curve at half-maximal effect; % is scaled to controls: 0 for no effect and ±100 for the full control effect
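Hydroperoxide product was detected by ferrous iron/xylenol orange as the 573 to 405 nm absorbance ratio. Arachidonic acid at 40 uM (final) was turned over for 30 min at room temperature by 150 nM human 12hLO, pH 7.0 Hepes buffer, after 15 min compound preincubation.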
GLS inh: inhibitors of human glutaminase (GLS); O94925; GLS enzymatic activity, qHTS titration; Potency, µM (series often up to 45.5 µM), for inactives: at the top dose activity change, negative = inhibition, most hits filed as inhibitors; 410,000 compounds, 0.21% hits; AID 624170; also: potency is read from the fitted curve at half-maximal effect; % is scaled to controls: 0 for no effect and ±100 for the full control effect
Target sequence (O94925 whole entry, looked up): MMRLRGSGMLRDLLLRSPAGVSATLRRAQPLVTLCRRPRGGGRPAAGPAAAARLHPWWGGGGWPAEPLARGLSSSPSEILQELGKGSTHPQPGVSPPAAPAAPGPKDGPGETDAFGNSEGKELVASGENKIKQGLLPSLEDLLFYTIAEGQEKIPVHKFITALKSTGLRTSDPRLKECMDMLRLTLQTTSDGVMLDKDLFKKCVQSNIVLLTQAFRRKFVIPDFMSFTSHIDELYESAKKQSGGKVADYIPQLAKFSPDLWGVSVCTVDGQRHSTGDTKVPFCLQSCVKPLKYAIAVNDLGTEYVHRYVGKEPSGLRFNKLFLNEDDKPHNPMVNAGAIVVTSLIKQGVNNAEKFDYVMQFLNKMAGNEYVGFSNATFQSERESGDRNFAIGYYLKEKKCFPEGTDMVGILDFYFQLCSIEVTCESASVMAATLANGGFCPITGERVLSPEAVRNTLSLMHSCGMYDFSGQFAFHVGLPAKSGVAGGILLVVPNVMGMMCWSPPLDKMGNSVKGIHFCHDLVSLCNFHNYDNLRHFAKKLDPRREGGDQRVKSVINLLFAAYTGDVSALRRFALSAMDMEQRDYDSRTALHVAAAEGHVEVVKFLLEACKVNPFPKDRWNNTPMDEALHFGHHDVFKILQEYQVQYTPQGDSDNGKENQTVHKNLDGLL
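hKGA in 45 mM KH2PO4 pH 8.2, 0.02% Tween-20 with pin-transferred compounds; 1 mM L-glutamine (stock) plus glutamate oxidase/HRP/Amplex Red coupling added. Fluorescence read initially and after 30 min at RT.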
RGS4 inhibitor: human RGS4 inhibition; P49798; Transcreener GDP fluorescence polarization, RGS4-accelerated GTP hydrolysis; Potency, µM (series often up to 114 µM), for inactives: at the top dose activity change, negative = inhibition, usual class: inhibitors; 390,000 compounds, 0.039% hits; also: potency is read from the fitted curve at half-maximal effect; % is scaled to controls: 0 for no effect and ±100 for the full control effect; nearly all actives have a fitted effect of over 75% in size; some results filed as inactive show a strong effect at the top dose
Target sequence (P49798 whole entry, looked up): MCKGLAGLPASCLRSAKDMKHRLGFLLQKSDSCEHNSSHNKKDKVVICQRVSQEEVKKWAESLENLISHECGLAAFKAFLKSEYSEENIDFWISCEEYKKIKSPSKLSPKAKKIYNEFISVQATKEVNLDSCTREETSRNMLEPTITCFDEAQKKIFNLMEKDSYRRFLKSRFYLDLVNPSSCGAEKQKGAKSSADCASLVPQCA
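MLSMR compounds (23 nl, pin-transferred) preincubated 10 min at room temperature with a 500nM (2x) first reagent, then RGS4 at 900nM (2x) plus Transcreener GDP mix added; fluorescence polarization (620/688 nm) read before and after 90 min at 30 °C.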
JMJD2A Tudor: blocks the human JMJD2A Tudor domain; Potency, µM (doses to about 114 µM), for inactives: at the top dose activity change, negative = inhibition, most hits filed as inhibitors; 390,000 compounds, 4.4% hits; AID 504339; AlphaScreen JMJD2A-Tudor / H3K4me3 peptide binding; also: potency is read from the fitted curve at half-maximal effect; % is scaled to controls: 0 for no effect and ±100 for the full control effect; nearly all actives have a fitted effect of over 50% in size
An asterisk follows results filed as active; ? = inconclusive; / = no result given; [ ] = dose if it differs, or a comment. Unless noted, calls follow the shape of the dose curve; as a rule, active = well fitted curve in the direction sought with a large enough effect; inconclusive = small, poorly fitted or top-dose-only effect, or another doubt; inactive = no such curve, though single readings can be large; an effect the other way counts as inactive or inconclusive.

Order of results – ERG-DNA inh, BAZ2B inh, HP1b chromo inh, G9a inh, PI4K2A inh, 12-LOX inh, GLS inh, RGS4 inhibitor, JMJD2A Tudor
Cc1c(O)cc2c(c1O)C(=O)CC(c1ccc(O)cc1)O2 (stereo not drawn)
  0.3%, 56.2µM*, -6.1%, ?, ?, 5.6%, -28.2%, 10.0%, ?
Cc1cc(NC(=O)/C(C#N)=C/c2ccc(-c3ccc(SC(F)F)cc3)o2)n(-c2ccccc2)n1
  13.2%, -9.2%, 31.1%, 9.7%[59 µM], -4.0, -11.8%, -0.9%, -26.6%, -9.0%
CCOC(=O)/C=C1\NC2(CCCCC2)Cc2cc(OC)c(OC)cc21
  /, /, 5.2%, /, 0.0, -40.0%, -1.4%, 22.7%, -3.7%
CCC(C)Cn1c(S(=O)(=O)O)nc2ccccc21 (stereo not drawn)
  -3.9%, -22.4%, 14.5%, -6.8%[59 µM], -0.1, -67.6%, 14.8%, 27.5%, -16.4%
COc1ccc(S(=O)(=O)N(CC(=O)Nc2cccc(C(F)(F)F)c2)c2ccc(C)cc2)cc1
  -1.7%, 5.6%, 8.9%, 4.9%[59 µM], -1.6, -6.8%, 0.9%, -4.7%, -13.8%
C/C(=N/NC(=O)c1ccoc1C)c1cccc(NC(=O)C2CC2)c1
  37.9%[activator], -4.1%, 22.2%, 0.4%[59 µM], -14.8, 10.6%, -15.5%, 7.7%, 5.2%
CCn1nc(C)c(NC(=O)c2ccc(Br)o2)c1C
  -2.2%, 0.5%, 9.7%, 2.5%, 2.6, -14.6%, 9.4%, -5.5%, -2.8%
CC(C)[Si]1(C(C)C)OCC2OC(n3cnc4c(N)ncnc43)C(N)C2O[Si](C(C)C)(C(C)C)O1 (stereo not drawn)
  /, /, 8.0%, /, -0.3, -6.9%, 3.3%, -16.2%, -18.1%
Cc1ccccc1C(=O)O/N=C(\c1ccccc1)c1ccccn1
  -7.4%, 0.3%, 21.8%, 22.9%[59 µM], -0.4, 10.2%, 11.3%, -16.3%, -13.5%
CCn1c2ccccc2c2nnc(SCC(=O)NCCOC)nc21
  -0.5%, /, 26.3%, 10.9%[59 µM], -5.3, -2.1%, -2.0%, 2.2%, -15.7%
COc1cc(Cl)c(NC(=O)CN2C(=O)c3cccnc3Sc3ccccc32)c(OC)c1
  -2.1%, -5.8%, 5.6%, 1.9%[59 µM], 1.6, ?, 0.7%, -13.9%, -24.8%
COc1cc2c(cc1OC)C(c1ccccc1)N(S(C)(=O)=O)CC2 (stereo not drawn)
  9.6%, -9.0%, 21.9%, -22.3%, -2.1, -7.5%, 4.7%, -0.3%, -22.6%
Cc1ccc(S(=O)(=O)c2nnn3c2nc(N2CCN(c4ccccn4)CC2)c2ccccc23)cc1C
  3.9%, -3.0%, 26.8%, 3.0%, -8.6, 6.9%, 3.4%, -33.0%, -9.7%
CCOC(=O)N1CCN(C(=O)Cn2ncn3nc(-c4cccs4)cc3c2=O)CC1
  -10.4%, -2.8%, 6.9%, 23.2%[12.7 µM], -2.0, 142.3%[activator], 14.1%, 28.9%, -12.7%
Cc1cc2n(n1)CCCN2C(=O)Nc1ccccc1F
  5.1%, -0.1%[57.1 µM], 14.8%, -5.7%[59 µM], 2.1, -13.8%, 4.5%, 2.6%, -2.9%
Cc1ccc(S(=O)(=O)NC2=NCN(CCOC(=O)c3ccc([N+](=O)[O-])cc3)CN2)cc1
  -0.2%, 34.4%[activator], 31.8%, 15.9%, 3.2, -13.3%, -4.8%, 5.0%, -14.6%
CCCCc1nnc(SCc2ccc(OCC)cc2)n1N
  4.9%, 25.2%, 27.3%, 5.9%, 3.6, ?, 4.5%, 25.5%, -15.1%
CCOc1ccc(-c2c(C(=O)N/N=C/c3ccc(OC)cc3)nnn2-c2nonc2N)cc1
  0.9%, -7.8%, -9.7%, 24.9%[59 µM], -3.2, 25.9%, 0.9%, -7.1%, -6.6%
CN(CCO)c1ccc(/C=N/Nc2nncc3ccccc23)cc1
  -1.3%, -28.9%, -16.7%, 31.6µM*, -18.4, -6.4%, 14.5%, -10.7%, ?
CCOc1ccccc1NC(=O)C(NCC1(N2CCCCC2)CCCCC1)c1ccccc1 (stereo not drawn)
  1.7%, 79.4µM*, -9.5%, -6.0%, 4.3, -30.2%, 10.2%, 31.0%, 79.4µM*

2 compounds drawn at random from those above, as already listed:
Order of results – ERG-DNA inh, BAZ2B inh, HP1b chromo inh, G9a inh, PI4K2A inh, 12-LOX inh, GLS inh, RGS4 inhibitor, JMJD2A Tudor
Cc1c(O)cc2c(c1O)C(=O)CC(c1ccc(O)cc1)O2 (stereo not drawn)
  0.3%, 56.2µM*, -6.1%, ?, ?, 5.6%, -28.2%, 10.0%, ?
Cc1cc2n(n1)CCCN2C(=O)Nc1ccccc1F
  5.1%, -0.1%[57.1 µM], 14.8%, -5.7%[59 µM], 2.1, -13.8%, 4.5%, 2.6%, -2.9%

JMJD2A Tudor: hit marks shown above.
Order of results – ERG-DNA inh, BAZ2B inh, HP1b chromo inh, G9a inh, PI4K2A inh, 12-LOX inh, GLS inh, RGS4 inhibitor, JMJD2A Tudor
CCOc1ccccc1NC(=O)C(NCC1(N2CCCCC2)CCCCC1)c1ccccc1 (stereo not drawn)
  1.7%, 79.4µM*, -9.5%, -6.0%, 4.3, -30.2%, 10.2%, 31.0%, 79.4µM*

Further results.
Order of results – ERG-DNA inh, BAZ2B inh, HP1b chromo inh, G9a inh, PI4K2A inh, 12-LOX inh, GLS inh, RGS4 inhibitor, JMJD2A Tudor
O=C(NCCCn1ccnc1)c1cc(-c2ccccc2)on1
  -2.4%, -27.5%, 17.2%, -3.2%, -5.1, 3.9%, 0.2%, 26.9%, -22.2%
Cc1cc(NC(=O)CSc2ncnc3ccccc23)no1
  4.6%, 6.4%, 17.6%, -7.0%, 3.0, -6.5%, -14.5%, 22.6%, -7.6%
CCCCN(CCCC)CC(O)COc1ccc(Br)cc1 (stereo not drawn)
  -13.7%, 31.6µM*, ?, 7.94µM*, 6.1, -17.2%, -5.5%, 8.9%, 1.41µM*
CSCCOC(=O)C1=C(C)NC(=O)CC1c1ccccc1Cl (stereo not drawn)
  2.3%, -15.0%, 3.4%, ?, -4.1, -14.1%, 0.6%, -4.6%, -14.5%
COc1ccc(C2=CSC3=NCCN23)cc1Cl
  2.1%, -3.7%, 25.3%, -2.4%[0.501 µM], 0.4, 2.8%, 14.8%, -40.3%, -27.4%
CN(CC(=O)NCCc1ccc(F)cc1)Cc1cccs1
  -2.8%, -5.0%, 26.2%, -3.3%, 5.7, 5.0%, ?, 1.6%, -6.7%
Cc1ccc(NS(=O)(=O)c2cc(N)ccc2Cl)c(C)c1
  1.4%, -9.1%, -1.9%, 18.8%[12.7 µM], 3.5, -20.5%, 14.0%, 18.6%[11.4 µM], -14.0%[11.4 µM]
COc1ccc(CNc2nnnn2C)c(OC)c1
  2.9%, 8.7%, 29.5%, 11.8%, -1.1, -6.1%, -8.7%, -7.1%, -2.8%
CCOc1ccc(C(=O)NCC(c2ccc3c(c2)OCO3)N2CCN(c3ccc(F)cc3)CC2)cc1 (stereo not drawn)
  3.1%, -12.9%, -18.8%[57 µM], ?, 2.9, -18.6%, 1.0%, -0.1%, ?
CC(O)C(O)C(O)C(O)/C=N/NC(=O)c1ccccc1 (stereo not drawn)
  1.4%, 8.7%, 20.7%, 0.4%, 1.8, 3.5%, -3.0%, -3.9%, -9.1%
Cc1cccc(C)c1NC(=O)c1cc(S(=O)(=O)N2CCOCC2)ccc1F
  -1.9%, -4.6%, 6.2%, -4.6%[59 µM], 2.1, -4.1%, 3.1%, 25.8%, -6.3%
CN(c1ccccc1)S(=O)(=O)c1ccc(NC(=S)NC(=O)C2CC2)cc1
  -5.1%, -28.9%, -15.1%, ?, 0.8, ?, 8.9%, -24.4%, ?
CCOc1ccccc1N1CC(c2nc3ccccc3n2CCOc2ccccc2OC)CC1=O (stereo not drawn)
  4.2%, -15.1%, 20.8%, -39.1%[59 µM], -0.4, -17.1%, 7.6%, 33.8%, -20.5%
CC(=O)Nc1ccc(NC(=O)C(C)OC(=O)CC2CCCC2)cc1 (stereo not drawn)
  4.3%, 12.7%, 7.7%, 10.3%[12.7 µM], 4.8, -8.6%, 3.5%, 11.0%, -10.3%
O=C(Nc1ccc(S(=O)(=O)Nc2nccs2)cc1)C(F)(F)F
  -2.4%[15.4 µM], /, 32.4%, /, -4.6, -23.9%, 19.1%, -10.2%, 1.3%
COC(=O)C(C(=O)OC)c1ccc(-n2cccc2)cc1
  0.3%, ?, -5.5%, ?, -1.8, 8.4%, 4.4%, 24.0%, -28.1%
CC(C)CNS(=O)(=O)c1cc(C(=O)N2CC(C)OC(C)C2)c(Cl)cc1Cl (stereo not drawn)
  /, -22.8%, 17.4%, 20.8%[12.7 µM], -4.3, 0.3%[57.4 µM], 1.2%, 13.7%, -9.2%
CCN(Cc1ccccc1)C(=O)CSc1nncn1C
  1.2%, ?, 28.0%, 56.2µM*, 4.1, ?, 1.9%, 8.9%, -22.6%
CN(C)CCCN(C(=O)C1COc2ccccc2O1)c1nc2ccc(F)cc2s1 (stereo not drawn)
  0.1%, /, 13.5%, ?, 0.7, 0.0%, 7.9%, 7.2%, -9.1%

An excerpt. The share of hits here may be higher or lower than overall.
